Wee1 degr inh = inhibitors of human Wee1 degradation; P30291; HeLa Luc-Wee1K328M stability, luciferase luminescence; 100% = proteasome inhibitor MG132 effect; reporter increase, % at 5 µM; hit rate 1.2% among 220,000;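 active means activation above the mean of all tested compounds plus 3 SD, set per screening run, cut at about 8.8% in these data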;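 further: cells exposed to compound for 20 h before luminescence read; 0% = DMSO alone and 100% = MG132 at 30 µM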
hK5 inh = inhibitors of human kallikrein 5 | Q9Y337 | recombinant hK5, fluorogenic AMC substrate cleavage | inhibition, % at 5 µM | hit rate 0.59% among 210,000 | AID 873;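 active means inhibition of 40% or more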;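 further: 0% = enzyme controls without compound and 100% = no-enzyme blanks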
FXIa inh 1536 = blocks human coagulation factor XIa protease activity | inhibition, % at 5 µM | purified FXIa, Boc-Glu-Ala-Arg-AMC fluorogenic substrate | hit rate 0.14% among 220,000 | P03951;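 active means inhibition of at least 40%; inactive means inhibition below 40%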;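 further: fluorescence of freed AMC excited at 355 nm; 0% = enzyme without compound and 100% = no enzyme blank; many of its hits are not listed in these tables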
Rad51 HR inh = Rad51 (human) homologous recombination inhibition; hit rate 0.085% among 200,000; Q06609; AID 1385; hRad51 DNA strand exchange, fluorescence dequenching; inhibition, % at 10 µM;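 active means inhibition above 40% at the single screening dose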;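 further: 0% = DMSO control wells and 100% = blanks with heterologous ssDNA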
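Read-out basis: percent inhibition relative to plate controls and blanks / Assay system: human Rad51 nucleoprotein filaments preassembled on unlabelled ssDNA / Timing: filaments 15 min 37 °C, then compound 30 min / Control set: per-plate controls and blanks / Technique: fluorescence dequenching at 485/520 nm / Compound: 10 µM final, single point / Also added: Fluorescein- and BHQ1-tagged 47-mer duplex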
eIF4E-4G inh = blocks eIF4E binding to eIF4G. TR-FRET eIF4E-eIF4GI(517-606) binding, 2 h. inhibition, % at 21.7 µM. hit rate 0.37% among 220,000;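 active means inhibition above about 30%, limit read from the data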;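 further: 0% = full FRET control wells and 100% = background wells lacking eIF4GI fragment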
FXIIa inh = factor XIIa (human) inhibition; P00748; inhibition, % at 5 µM; hit rate 0.3% among 220,000; purified FXIIa, Boc-QGR-AMC fluorogenic substrate, 2 h; in the data active means inhibition above about 40%;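 further: 0% = enzyme with no compound and 100% = blank without enzyme; many of its hits are not listed in these tables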
MDM2 E3 inh = blocks human Mdm2 ubiquitin ligase activity. hit rate 0.11% among 210,000. AID 1230. signal enhancement, % at 5 µM. Q00987. cell-based MDM2 ubiquitination luciferase reporter, 2 h; 0 = plate control, 100 = twice control, blank-subtracted;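 active means signal enhancement of 30% or more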;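 further: luminescence tracks abundance of the self-degrading MDM2-luciferase fusion protein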
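Assay system: mammalian cells stably expressing self-ubiquitinating, self-degrading MDM2 E3–luciferase fusion. Quantity: 2000 cells in each well. Medium: DMEM culture medium. Compound dosing: single-point 5 µM. Timing: cell settling 4 h, compound treatment 2 h, both 37 °C. Technique: luciferase luminescence. Read-out basis: percent signal gain over controls, blank-subtracted. Benchmarks: plate controls and plate blanks.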
p97 ATPase inh = blocks human p97 ATPase activity | recombinant p97 ATPase, Kinase-Glo ATP luminescence, 3 h | AID 1481 | inhibition, % at 8 µM | hit rate 0.42% among 220,000 | P55072; in the data active means inhibition above about 15%;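 further: 0% = DMSO vehicle and 100% = wells lacking enzyme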
14-3-3 Bad inh = disrupts binding of bovine 14-3-3 zeta to phospho-Bad peptide. P63103. TR-FRET 14-3-3zeta/Dy647-pBad peptide displacement, 1 h. inhibition, % at 21.7 µM. hit rate 0.71% among 220,000;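 active means inhibition above about 70%, limit read from the data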;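 further: 0% = full 14-3-3 plus peptide FRET controls and 100% = background without 14-3-3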
Numbers without * were called inactive; . = no result given; [ ] = another dose, or the depositor's remark.

Preview (three entries):
SMILES | Wee1 degr inh | hK5 inh | FXIa inh 1536 | Rad51 HR inh | eIF4E-4G inh | FXIIa inh | MDM2 E3 inh | p97 ATPase inh | 14-3-3 Bad inh
O=C(CCc1nc2ccccc2c(=O)[nH]1)OCc1ccc(Cl)cc1Cl | -4 | -11 | 5 | . | 2 | 13 | -1 | 2 | 15
CN(Cc1ccc(Cl)cc1)C(=O)CCl | 3 | 9 | -1 | . | -2 | 9 | -6 | 2 | -2
Cc1nnc(N/N=C/c2cccs2)[nH]c1=O | 0 | -3 | -3 | 9 | 0 | 8 | -2 | 3 | -7

Results, repeating the preview:
SMILES | Wee1 degr inh | hK5 inh | FXIa inh 1536 | Rad51 HR inh | eIF4E-4G inh | FXIIa inh | MDM2 E3 inh | p97 ATPase inh | 14-3-3 Bad inh
O=C(CCc1nc2ccccc2c(=O)[nH]1)OCc1ccc(Cl)cc1Cl | -4 | -11 | 5 | . | 2 | 13 | -1 | 2 | 15
CN(Cc1ccc(Cl)cc1)C(=O)CCl | 3 | 9 | -1 | . | -2 | 9 | -6 | 2 | -2
Cc1nnc(N/N=C/c2cccs2)[nH]c1=O | 0 | -3 | -3 | 9 | 0 | 8 | -2 | 3 | -7
CC1CCCN(C(=O)CNC(=O)Cn2ccc3ccccc3c2=O)C1 (configuration not stated) | -2 | -21 | -6 | -13 | -1 | 7 | -11 | -1 | 4
Cc1ccccc1S(=O)(=O)Cc1ccc(C(=O)N2CCN(c3ncccn3)CC2)o1 | 2 | -10 | 4 | -12 | -13 | -2 | -3 | 1 | 15
NC(=O)COn1c(SCC(N)=O)nc2ccccc2c1=O | -1 | -2 | 0 | 10 | 5 | 2 | -1 | 5 | 6
O=C1c2ccccc2-c2nnc(-c3ccc(O)cc3)cc21 | -3 | 10 | 10 | 30 | 1 | 12 | -46 | -14 | -10
Cc1ccc(-c2nnc(N3CCN(C(=O)CN4CCOCC4)CC3)c3ccccc23)cc1 | 1 | -2 | -2 | 2 | 0 | 3 | 9 | -5 | -2
COc1ccc(C(CCNCc2ccc(OC)c(OC)c2)c2ccc(F)cc2)cc1 (configuration not stated) | 2 | 2 | 0 | . | 0 | 5 | -2 | -1 | -3
Cc1ccc(S(=O)(=O)N2CCN(C(=O)CN3CCOCC3)C2)cc1 | 2 | 3 | 2 | -1 | 10 | 13 | -8 | 7 | -7
COc1ccc(CN2C(=O)c3ccccc3C2C(=O)NC2CCCC(C)C2C)c(OC)c1 (configuration not stated) | 1 | -21 | -6 | 6 | 3 | 3 | -14 | -4 | -18
Cc1oc2ccc(OS(C)(=O)=O)cc2c1C(=O)OC(C)C | 1 | -4 | 3 | 2 | 6 | 7 | 11 | 6 | -6
O=C(O)CCNS(=O)(=O)c1ccccc1 | -1 | -2 | 1 | 0 | 2 | 13 | 1 | 1 | -3
CCn1c(SCC(=O)N2CCCc3ccccc32)nnc1-c1ccoc1C | -2 | -3 | 7 | -1 | -1 | 12 | 6 | 0 | 10
COc1cccc(N(CC(=O)N2CCN(C)CC2)S(=O)(=O)c2ccccc2)c1 | -3 | 2 | 9 | 2 | -1 | 10 | -1 | 1 | -4
O=c1[nH]c(CN2CCN(S(=O)(=O)/C=C/c3ccccc3)CC2)nc2ccccc12 | 2 | -1 | 6 | 7 | 1 | 6 | -4 | 3 | -6
CCOC(=O)C1=C(O)/C(=C/c2cc(OC)c(OC)c(OC)c2)SC1=Nc1ccc(OC)cc1 | -2 | 1 | -1 | . | 11 | 5 | -7 | 6 | 12
OC(COC(c1ccccc1)c1ccccc1)CN1CCOCC1 (configuration not stated) | 0 | 4 | 3 | 17 | -2 | 9 | -4 | 2 | -6
N/C(=N\OC(=O)/C=C/c1ccccc1)c1ccncc1 | -2 | -11 | -1 | 25 | -5 | 12 | -9 | 2 | -10
NC1=NC(=Nc2cccc(S(=O)(=O)N3CCOCC3)c2)c2ccccc21 | -3 | -2 | 1 | . | 5 | 1 | -2 | 8 | -7
S=C(NC1CCCCC1)N1CCCCC1 | 0 | -1 | -3 | 11 | 4 | 0 | -2 | 7 | 4
Cc1ccc2cc(C#N)c(SCC(=O)N3CCCc4ccccc43)nc2c1C | -3 | 6 | -1 | . | -70[fluorescence artefact?] | 13 | -17 | 4 | -24[fluorescence artefact?]
Cc1ccc(NC(=O)N(Cc2ccco2)Cc2cc3cc(C)cc(C)c3nc2Cl)cc1 | 0 | -10 | 19 | . | 2 | 32 | -22 | 3 | 1
O=C(Nc1cnn(Cc2ccc(F)cc2)c1)c1cc2nc(-c3ccco3)cc(C(F)(F)F)n2n1 | 0 | -17 | -10 | 0 | 2 | -4 | -10 | 2 | 13
CC(C)C(=O)Nc1c2c(nc3ccccc13)N(C)CC2 | -4 | -52 | -11 | 5 | 3 | -10 | -3 | 3 | 3
O=[N+]([O-])c1ccc(Cl)c(/C=N/N2CCN(Cc3ccccc3)CC2)c1 | -1 | 6 | 23 | 1 | 3 | 19 | -12 | 0 | -15
N#Cc1c(NCc2ccccc2)ccnc1NCc1cccnc1 | 0 | -3 | 4 | -9 | -1 | 14 | -22 | 0 | -8
O=C(Cn1c(CC(=O)N2CCOCC2)nc2ccccc21)Nc1ccc2c(c1)OC(F)(F)O2 | 0 | -1 | 4 | 3 | -1 | 12 | 7 | 3 | 14
C=CCn1c(COc2cccc3cccnc23)nnc1SCC(=O)OC | 1 | 4 | -1 | 1 | 1 | 7 | -23 | -3 | 1
CN(/C=C1/C(=O)CNC1=O)CCO | 6 | -3 | -1 | 14 | -5 | 11 | 3 | 5 | -20
CCCCOC(=O)c1ccc(NC(=O)C(=O)NCc2ccco2)cc1 | 6 | -2 | -2 | 2 | -5 | 99* | -11 | -7 | 13
CCCP(=O)(CC(=O)O)c1ccccc1 (configuration not stated) | -2 | 5 | 1 | -25 | -4 | 9 | -9 | 3 | -2
Cc1cc(N2CCCCC2)nc(-c2ccc(Br)cc2)n1 | 2 | 0 | 1 | 8 | 0 | 6 | 2 | 1 | -4
COc1ccc(CCNS(=O)(=O)c2cnc(Cl)c(Br)c2)cc1OC | -2 | 9 | -8 | -16 | -5 | 3 | -9 | -6 | -2
CN1CCN(Cc2c(O)ccc3occ(C(=O)c4ccccc4)c23)CC1 | -1 | -3 | 0 | -8 | 9[fluorescence artefact?] | 17 | 3 | 5 | -10
O=C(NCC(O)c1ccccc1)c1cccc(S(=O)(=O)N2CCOCC2)c1 (configuration not stated) | 1 | -5 | -5 | 5 | 1 | 13 | 1 | 1 | 2
O=C(CN1CCN(c2ccccn2)CC1)Nc1ccc(F)cc1 | 2 | -32 | -3 | 0 | 0 | -1 | -15 | -1 | 70[fluorescence artefact?]
Cc1ccc(C)c(NS(=O)(=O)c2c(C)nn(C)c2C)c1 | 4 | -12 | 3 | 0 | 0 | 17 | -17 | 5 | -13
O=C(C1CCCN(S(=O)(=O)c2cccnc2)C1)N1CCn2c1nc1ccccc12 (configuration not stated) | -1 | -6 | -4 | 2 | -4[fluorescence artefact?] | 1 | -7 | 1 | 9
CNC(=O)Nc1ccc(C2SCCS2)cc1 | -1 | -6 | -11 | 10 | 4 | 7 | -11 | 2 | 1
CCn1c(SCC(N)=O)nnc1C(C)C | 6 | -1 | -2 | 1 | 1 | 8 | 11 | 5 | -17
Cc1nc2sc3c(O)cc(=O)[nH]c3c2c(C)c1C | -2 | -12 | -4 | . | 2 | 11 | -3 | 4 | -6
Cc1ccc(NC(=O)c2cccc(Cl)c2)nc1 | 2 | 0 | -2 | 3 | -12 | 7 | -18 | -1 | -6
N#CC(Cc1ccc(OC(F)F)cc1)c1nc2ccccc2[nH]1 (configuration not stated) | -2 | 35 | 17 | -2 | 1 | 16 | -17 | -11 | 3
CC(=O)CCC(=O)NCCc1ccccc1F | -2 | -6 | -5 | -4 | 0 | 12 | -6 | 4 | -2
CC(C)(C)NC(=O)CN1C(=O)/C(=C/c2ccccc2)SC1=S | -3 | 1 | -1 | . | -1 | 12 | -11 | 4 | -9
COc1ccc(C2C(C(=O)c3ccco3)=C(O)C(=O)N2Cc2cccnc2)cc1OC (configuration not stated) | 0 | -17 | 4 | 5 | 13 | 15 | -15 | 2 | 38
O=C(Nc1ccc(S(=O)(=O)N2CCOCC2)cc1)c1ccc2ncsc2c1 | 0 | 6 | 1 | -11 | -10 | 14 | . | 5 | 7
Cc1cc(C)c2c(=O)[nH]c(SCC(=O)c3ccc(F)c(C)c3)nc2n1 | -2 | 1 | -1 | -3 | 15 | 6 | 5 | 7 | 46
CCC(C)Sc1nc(C)nc2c1c(=O)n(C)c(=O)n2C (configuration not stated) | 1 | -2 | 4 | 6 | -2[fluorescence artefact?] | 12 | -4 | -2 | 7[fluorescence artefact?]
COc1ccccc1-c1nnc(SC(C)C(=O)O)n1-c1ccccc1 (configuration not stated) | 1 | 3 | -2 | -106 | -2 | 6 | -5 | 2 | -4
COc1ccccc1NC(=O)CN(C)S(=O)(=O)c1cc(C)ccc1OC | -2 | -11 | 8 | 7 | -19 | 28 | -13 | 2 | -8
Nn1c(COc2ccccc2)nnc1SC(F)F | 9 | -5 | -1 | -1 | 9 | 3 | -11 | 2 | -1
Cc1c(NC(=O)CN2C(=O)NC(C)(c3ccccc3Cl)C2=O)c(=O)n(-c2ccccc2)n1C (configuration not stated) | 1 | -7 | -4 | 15 | -4[fluorescence artefact?] | 4 | -3 | 0 | 1
CCOC(=O)C1(Cc2ccccc2)CCCN(CCCn2cccn2)C1 (configuration not stated) | -1 | -2 | -6 | -1 | 0 | 3 | -9 | -3 | -5
COc1ccc(CCN2C(=O)CC(N3CCC(C(N)=O)CC3)C2=O)cc1OC (configuration not stated) | -3 | 0 | -2 | -16 | 3 | 3 | -6 | 7 | 4
COc1cccc(NC(=O)c2cc3c(=O)n4ccccc4nc3n(CC(C)C)c2=N)c1 | -3 | -20 | -3 | 13 | -5 | 5 | -14 | 2 | -6
CC1=NCCN1S(=O)(=O)c1cccc([N+](=O)[O-])c1 | 1 | . | 1 | . | -1 | 13 | -16 | 3 | -6
O=C(Nc1ccc2c(c1)OCCO2)c1cnc2n(c1=O)CCS2 | -1 | -6 | 6 | 2 | 1 | -12 | -17 | 3 | -3
CS(=O)(=O)N(CC(=O)Nc1ccc2c(c1)OCO2)c1ccc(Cl)cc1 | 3 | -19 | -8 | -2 | 2 | 0 | -15 | 5 | -7
Cc1ccc(C(=O)CSc2nnc(-c3ccco3)n2Cc2ccccc2)cc1 | 4 | 4 | 2 | -2 | -2 | 12 | -1 | -2 | 6[fluorescence artefact?]

Three consecutive entries from above:
SMILES | Wee1 degr inh | hK5 inh | FXIa inh 1536 | Rad51 HR inh | eIF4E-4G inh | FXIIa inh | MDM2 E3 inh | p97 ATPase inh | 14-3-3 Bad inh
CCn1c(SCC(N)=O)nnc1C(C)C | 6 | -1 | -2 | 1 | 1 | 8 | 11 | 5 | -17
Cc1nc2sc3c(O)cc(=O)[nH]c3c2c(C)c1C | -2 | -12 | -4 | . | 2 | 11 | -3 | 4 | -6
Cc1ccc(NC(=O)c2cccc(Cl)c2)nc1 | 2 | 0 | -2 | 3 | -12 | 7 | -18 | -1 | -6

High-throughput results deposited in PubChem by several laboratories.
